KKLEB tox: CF airway cell cytotoxicity counter-screen; KKLEB CF airway cells viability, ATPlite luminescence, overnight; stronger effect = lower value; cells stimulated with P. aeruginosa culture filtrate; activity change (cytotoxicity), % at 5 µM; 360,000 tested, 0.36% active; AID 602141;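 active = corrected activity change at or below -50% at 5 µM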
CF NFkB block: blocks PAF-induced NF-kB reporter in cystic fibrosis cells. KKLEB NF-kB-GFP reporter, GFP fluorescence overnight. inhibition, % at 5 µM. 360,000 tested, 0.86% active. AID 588850;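 active = at least 50% inhibition at 5 µM, scaled per plate between neutral and stimulator controls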;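 also: PAF is a Pseudomonas aeruginosa culture filtrate used as stimulus; plate controls were PAF-stimulated DMSO wells for no effect and unstimulated DMSO wells for full effect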
aDG glyco act: alpha-DG glycosylation activation. AID 624168. activation, % at 10 µM. 360,000 tested, 0.22% active. Pro5-aDG cells, alpha-DG glycosylation AlphaScreen (IIH6); 0% Pro5, 100% B10-LARGE cell signal;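 active = activation of at least 8% versus controls, or a plate z-score of at least 8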;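 also: Pro5 are CHO cells carrying HIG-tagged alpha-DG that lacks glycosylation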
NR2E3 ag-1: agonists of human NR2E3 nuclear receptor; CHO-S Gal4-NCOR/VP16-NR2E3 two-hybrid, luciferase; inhibition of corepressor binding, % at 3.98 µM; 360,000 tested, 0.35% active; AID 602229;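 active = inhibition above the mean of all tested compounds plus 3 SD, cut at about 70% in these data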;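 also: 0% = DMSO with NR2E3 transfected cells and 100% = cells lacking NR2E3 construct; higher means lower luciferase signal from less NR2E3 corepressor binding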
Target sequence (Q9Y5X4 whole entry, looked up, the tested form may be a part): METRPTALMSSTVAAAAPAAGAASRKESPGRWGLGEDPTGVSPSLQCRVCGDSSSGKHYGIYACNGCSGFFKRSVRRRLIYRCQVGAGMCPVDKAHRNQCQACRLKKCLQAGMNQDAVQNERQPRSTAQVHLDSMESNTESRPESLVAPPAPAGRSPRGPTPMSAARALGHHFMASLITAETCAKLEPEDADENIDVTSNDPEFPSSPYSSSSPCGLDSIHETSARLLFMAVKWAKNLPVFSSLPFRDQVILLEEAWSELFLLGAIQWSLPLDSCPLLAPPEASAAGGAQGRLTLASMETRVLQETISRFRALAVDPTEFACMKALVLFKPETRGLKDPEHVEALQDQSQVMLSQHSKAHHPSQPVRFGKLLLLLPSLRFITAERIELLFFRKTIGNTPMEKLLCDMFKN
TRPM1 prom inh: MITF TRPM1 promoter inhibition in SK-MEL-5 cells; SK-MEL-5 TRPM1 promoter luciferase, 24 h; inhibition, % at 12.5 µM; 330,000 tested, 0.83% active; AID 488899;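 active = mean inhibition across replicates of 60% or more, whatever share of single replicates reaches that level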; also: values of inactives mirror those of a sister screen read the other way
Peg3 promoter: reduces Peg3 promoter-driven luciferase expression in HeLa | inhibition, % at 20 µM | 360,000 tested, 1.7% active | AID 588405 | HeLa PEG-Prom luciferase reporter, luminescence, overnight;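 active = inhibition of at least 50% at 20 µM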
NR2E3 ag-2: agonists of human nuclear receptor NR2E3. Q9Y5X4. GST-NR2E3/biotin-RetCOR TR-FRET, 1536-well. inhibition of corepressor binding, % at 4.78 µM. 320,000 tested, 0.12% active. AID 2300;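 active = percent inhibition above the cutoff of mean plus 3 SD of all tested compounds, set per screening campaign, cut at about 20% in these data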;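 also: 0% = DMSO wells and 100% = biotin wells as full block of FRET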
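Material: NR2E3–RetCOR corepressor complex | Quantity: 1.35 nM GST-tagged NR2E3 final | Schedule: 5 h at 4 °C | Replication: Singlicate compound wells | Reagent: RetCOR corepressor, biotinylated, 7 nM | Controls: Biotin wells as high control, 0.6% DMSO wells as low control | Signal: TR-FRET, Eu(K)-anti-GST donor, streptavidin-D2 acceptor, ex 340, em 617/671 nm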
HIF-2a block: blocks HIF-2a reporter activity; inhibition, % at 18.8 µM; 360,000 tested, 0.72% active; 786-0 RCC cells HIF-2a reporter, luciferase luminescence, overnight; AID 624352;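 active = inhibition of the luminescence signal of 40% or more relative to plate controls, in a single-dose primary screen at 18.75 µM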
hiPSC survival: enhancers of human iPSC single-cell survival | 360,000 tested, 0.044% active | survival enhancement, % at 20 µM | AID 602274 | hiPSC single-cell survival, ATPlite luminescence; 100% = ROCK inhibitor wells, 0% = DMSO; in the data active = survival enhancement above about 18%;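 also: cells exposed to compounds for 16 hours before the ATP read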
Shn3 inh set2: reduces Shn3 3'UTR luciferase signal in osteoblasts. Clone20 osteoblast Shn3 3'UTR firefly luciferase, 24 h. inhibition, % at 12.5 µM. 360,000 tested, 0.52% active. AID 588674;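 active = mean inhibition of at least 75% with every replicate also reaching 75%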;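 also: 0% = median of neutral control wells and 100% = pilot-screen positive control compound; some compounds past the cut are filed as inactive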
TWEAK Fn14 block: TWEAK-Fn14 signaling inhibition; TWEAK-stimulated Fn14 reporter cells, luciferase luminescence, 8 h; inhibition, % at 10 µM; 360,000 tested, 2% active; AID 1159606; in the data active = inhibition above about 50%
Active calls of the source: *; . = no result given.

SMILES	KKLEB tox	CF NFkB block	aDG glyco act	NR2E3 ag-1	TRPM1 prom inh	Peg3 promoter	NR2E3 ag-2	HIF-2a block	hiPSC survival	Shn3 inh set2	TWEAK Fn14 block
CCC(Oc1ccccc1)C(=O)N1CCN(CC)CC1 (centres undefined)	5	-3	0.1	-9	-4	11	3	9	-1.5	3	0
CCOC(=O)c1ccc(NC(=O)C2(c3ccc(OC)cc3)CCCC2)cc1	-17	-12	0.2	-9	3	-18	4	17	-1.2	5	17
Nc1nc(C2CC2)c(Sc2sc(N)nc2C2CC2)s1	-10	14	0.3	-14	14	21	-2	11	-1.8	4	-37
CC1O[C@@H](OC2C(O)C(C)O[C@H](OC(=O)[C@]34CCC(C)(C)C[C@H]3C3=CCC5[C@@]6(C)CC(O)C(O[C@@H]7OC(CO)C(O)[C@@H](O)[C@@H]7O)[C@@](C)(C(=O)O)C6CC[C@@]5(C)[C@]3(CO)CC4)C2O[C@H]2OC(C)[C@@H](O[C@@H]3OCC(O[C@@H]4OC(CO)C(O)[C@H](O)C4O)[C@@H](O)[C@@H]3O)[C@H](O)C2O)C(O)C(O)C1O (some centres undefined)	1	-11	0.1	-22	1	10	.	13	0.0	20	4
CS(=O)(=O)N(CC(=O)N1CCc2ccccc2C1)c1cccc(Br)c1	-1	19	0.1	-1	-10	18	-1	15	-0.8	-5	4
CC(C)CCN1NC2(CCCC(C)C2)NC1=S (centres undefined)	4	-20	0.1	5	4	8	3	1	-0.7	-2	-10
O=C(CNC(=O)OCc1ccccc1)NC1CCCCCC1	1	12	-0.5	6	-10	-7	-1	5	-0.2	-4	-3
CC(C)Cn1c(-c2ccc(Cl)cc2)cnc1SCC(=O)N1CCOCC1	3	-14	-0.1	8	8	10	2	12	0.9	19	7
c1ccc(CC2CCN(c3ncnc4sccc34)CC2)cc1	4	-6	1.8	80*	-1	-44	.	-65	-0.7	90*	30
NC(=O)C1CCN(c2nc(-c3ccc4occc(=O)c4c3)cs2)CC1	-4	-8	-0.1	-76	-8	-39	.	-10	-1.8	0	-8
COc1cccc(/C(C)=N/NC(=O)c2cc(-c3cccnc3)nc3ccccc23)c1	-14	-2	-0.3	-60	10	12	7	11	-2.2	-2	16
Cc1nn2cc(-c3ccccc3)nc2[nH]c1=O	-4	4	-0.2	-21	1	-22	2	-38	1.6	-17	-10
COc1ccc(Cn2nnnc2C(c2ccccn2)N2CCN(c3cc(Cl)ccc3C)CC2)cc1 (centres undefined)	0	26	0.5	-18	2	24	3	17	-1.6	19	16
Cc1ccc(N2CCN(C(=O)Nc3cccc([N+](=O)[O-])c3)CC2C)cc1 (centres undefined)	-8	-16	2.5	37	-1	12	3	-9	0.0	-6	-16
N#Cc1ccc(C2=CC(=O)C[C@H](c3ccc4c(c3)OCO4)C2)cc1	-14	8	0.5	-18	13	2	-3	3	-1.1	11	-17
C=CCCC1(C)C(=O)N(c2ccccc2)c2ccccc21 (centres undefined)	-9	1	-0.1	-9	2	34	1	16	-2.7	5	21
CCCN1CCN(C(=O)Cn2nc(C)n3c(cc4sccc43)c2=O)CC1	-19	16	-0.3	-8	7	-1	2	-2	-0.5	-1	23
COc1ccc(C2CC(C(F)(F)F)n3ncc(C(=O)O)c3N2)cc1OC (centres undefined)	-12	18	-0.3	-20	-17	5	1	17	-2.4	2	-1
Cc1ccc(-n2c(=S)[nH]c3nc4c(cc3c2=O)COC(C)(C)C4)cc1	10	16	0.0	-29	-5	-5	0	21	2.1	-9	-7
Cc1c(N2C(=O)c3cccc4cccc(c34)C2=O)c(=O)n(-c2ccccc2)n1C	-1	-5	-0.1	-14	4	-5	13	5	-1.1	3	18
CC(C)c1ccc(OCCCCCN2CCOCC2)cc1	0	13	0.2	-57	-16	-135	-5	-104	1.2	-14	4
O=C(NCc1cccc(C(F)(F)F)c1)c1ccc2sc([C@@H]3O[C@H](CO)[C@@H](O)[C@H]3O)nc2c1	-8	10	0.3	21	.	6	.	-11	6.4	-26	-3
C/C(CC(=O)Nc1ccc(Cl)cc1Cl)=N\NC(N)=S	8	-12	1.8	6	13	7	-1	-6	2.3	-21	18
Cc1cc(C)n(-c2nc3ccccc3n3cnnc23)n1	-2	-9	0.2	9	-5	19	-1	20	1.9	-5	-14
Cc1nc(N/N=C/c2cccc(F)c2)cc(N2CCOCC2)n1	-4	15	0.0	49	-29	-23	2	6	0.2	13	-14
OCCC1CN(CC2CCCCC2)CCN1CC1CCCCC1 (centres undefined)	1	0	0.0	-5	3	-2	1	11	-0.4	-3	15
Cc1ccc(NC(=O)C2COc3ccccc3O2)c(C)c1 (centres undefined)	14	-31	0.1	-20	-34	-87	-1	-185	0.5	-41	-2
COc1ccc(-n2nc(C(=O)NCC(=O)N3CCOCC3)c3ccccc3c2=O)c(OC)c1	2	-1	0.0	1	1	-28	2	-14	0.1	-3	-20
CCc1ccccc1NC(=O)CCc1c(C)nn(-c2ccc(N3CCOCC3)nn2)c1C	2	3	0.9	16	4	-1	-4	0	-0.5	-9	22
Cc1ccc(S(=O)(=O)n2ccnc2)cc1C	-6	10	0.0	-22	-1	-11	2	6	-0.6	7	-20

Some of these compounds in order of count of non-hydrogen atoms, high to low.
SMILES	KKLEB tox	CF NFkB block	aDG glyco act	NR2E3 ag-1	TRPM1 prom inh	Peg3 promoter	NR2E3 ag-2	HIF-2a block	hiPSC survival	Shn3 inh set2	TWEAK Fn14 block
COc1ccc(-n2nc(C(=O)NCC(=O)N3CCOCC3)c3ccccc3c2=O)c(OC)c1	2	-1	0.0	1	1	-28	2	-14	0.1	-3	-20
CCc1ccccc1NC(=O)CCc1c(C)nn(-c2ccc(N3CCOCC3)nn2)c1C	2	3	0.9	16	4	-1	-4	0	-0.5	-9	22
Cc1c(N2C(=O)c3cccc4cccc(c34)C2=O)c(=O)n(-c2ccccc2)n1C	-1	-5	-0.1	-14	4	-5	13	5	-1.1	3	18
COc1ccc(C2CC(C(F)(F)F)n3ncc(C(=O)O)c3N2)cc1OC (centres undefined)	-12	18	-0.3	-20	-17	5	1	17	-2.4	2	-1
Cc1ccc(-n2c(=S)[nH]c3nc4c(cc3c2=O)COC(C)(C)C4)cc1	10	16	0.0	-29	-5	-5	0	21	2.1	-9	-7
Cc1nc(N/N=C/c2cccc(F)c2)cc(N2CCOCC2)n1	-4	15	0.0	49	-29	-23	2	6	0.2	13	-14
Cc1ccc(NC(=O)C2COc3ccccc3O2)c(C)c1 (centres undefined)	14	-31	0.1	-20	-34	-87	-1	-185	0.5	-41	-2
Cc1cc(C)n(-c2nc3ccccc3n3cnnc23)n1	-2	-9	0.2	9	-5	19	-1	20	1.9	-5	-14
C/C(CC(=O)Nc1ccc(Cl)cc1Cl)=N\NC(N)=S	8	-12	1.8	6	13	7	-1	-6	2.3	-21	18
Cc1ccc(S(=O)(=O)n2ccnc2)cc1C	-6	10	0.0	-22	-1	-11	2	6	-0.6	7	-20

Next section:
SMILES	KKLEB tox	CF NFkB block	aDG glyco act	NR2E3 ag-1	TRPM1 prom inh	Peg3 promoter	NR2E3 ag-2	HIF-2a block	hiPSC survival	Shn3 inh set2	TWEAK Fn14 block
S=C(NCCOCCOCCNC(=S)Nc1ccccc1)Nc1ccccc1	-5	6	-0.2	-25	-10	6	3	9	-1.0	4	6
Cc1ccccc1NC(=O)Cn1c(=O)n(-c2ccc(CC(=O)NCC3CCCO3)cc2)c(=O)c2ccccc21 (centres undefined)	2	2	-0.1	-25	-1	4	-1	13	-0.7	-11	30
Cc1cc(=O)oc2c(C)c(OCC(=O)N3CCN(C(=O)C4COc5ccccc5O4)CC3)ccc12 (centres undefined)	15	-22	0.1	-5	0	-33	0	-29	-0.5	-3	0
COc1cccc(NC(=O)CN(c2ccc3c(c2)OCO3)S(C)(=O)=O)c1	5	0	0.1	6	-1	-1	3	10	0.2	1	-3
Cn1c(=O)oc2cc(S(=O)(=O)Nc3cccc([N+](=O)[O-])c3)ccc21	7	1	-0.1	24	6	3	-2	17	-0.3	-1	3
COc1ccc(CCNC(=O)COc2ccc(N(C)S(=O)(=O)c3ccc(Cl)cc3)cc2)cc1	-1	-4	-0.3	-3	-3	18	.	13	-1.5	50	-4
COCCN(Cc1cccs1)S(=O)(=O)c1csc(C(N)=O)c1	9	-13	-0.3	11	-6	10	4	15	0.0	-14	-4
Cc1ccc(S(=O)(=O)N2CCN(C(=O)COC(=O)/C=C/c3ccccc3[N+](=O)[O-])CC2)c(C)c1	-2	-9	0.8	4	3	3	0	10	-0.2	1	-24
CCOC(=O)C1CCN(C(=O)C2CCN(c3nn4c(=O)cc(C)nc4s3)CC2)CC1	5	4	-0.5	-15	4	12	1	5	-0.1	-11	0
O=S(=O)(c1ccc(S(=O)(=O)N2CCCC2)cc1)N1CCCCCC1	3	-3	0.1	16	10	5	5	9	2.3	-3	-7
COc1cccc(/C=C2/SC(=S)N(CC(=O)NNC(=O)c3ccccc3OC)C2=O)c1	7	1	-0.1	7	28	-6	2	-2	-0.1	13	-8
C[C@H](CO)N1C[C@H](C)[C@H](CN(C)C(=O)Nc2ccc3c(c2)OCO3)Oc2ncc(Br)cc2C1=O	-18	-12	0.0	-28	.	5	.	3	-1.7	6	-2
CCN(CC)CCCn1c2c(c(SCC(=O)Nc3cc(OC)cc(OC)c3)nc1=O)CCC2	-9	28	0.5	1	-1	-41	-2	7	-0.5	1	2
Cc1ccc(Cl)c(NC(=O)COC(=O)CNS(=O)(=O)/C=C/c2ccccc2)c1Cl	4	-4	-0.1	11	0	1	-5	3	1.5	-27	-6
Cc1cc(-c2ccccc2)nc(SCc2ccc(C(=O)O)cc2)n1	3	2	0.0	-29	-7	0	.	7	-0.4	-24	-34
O=C(N/C(=C\c1ccco1)C(=O)N1CCC(O)CC1)c1ccccc1	-2	-3	0.0	-4	12	4	2	8	1.3	7	16
CCn1c(=O)cc(OCC(=O)NCCc2cccc(C)c2)c2ccccc21	8	-20	-0.3	-5	10	3	3	-3	0.6	-10	-6
CCc1cc2c(COC(=O)c3cccc(S(C)(=O)=O)c3)cc(=O)oc2cc1O	-5	12	-0.2	-5	3	28	0	0	0.5	0	56*
